aSyn rescue = alpha-synuclein toxicity inhibition in yeast; Yeast expressing alpha-synuclein, growth rescue, BacTiter-Glo, 24 h; Potency, µM (top dose mostly 46.1 µM), for inactives: at the top dose growth rescue (activation), usual class: activators; 370,000 tested, 0.14% active; further: potency means the concentration at half of the fitted maximal effect; % of control where 0% means no effect; nearly all actives have a fitted effect of over 65% in size
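Galactose-induced alpha-syn yeast (OD600=0.02, raffinose-pregrown) + pinned cpd, 24 hr, 30 deg C; growth by BacTiter-Glo luminescence. Growth restoration scores as activation.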
EPAC1 ag = activates human EPAC1 exchange factor | 360,000 tested, 0.073% active | Potency, µM (highest dose often 154 µM), for the others: at the highest dose activation, usual class: activators | EPAC1 agonist qHTS, biochemical assay; response scale: 100% = response to 6.5 mM cAMP; further: potency means the concentration at half of the fitted maximal effect; nearly all actives have a fitted effect of over 60% in size
Target sequence (O95398 whole entry, looked up): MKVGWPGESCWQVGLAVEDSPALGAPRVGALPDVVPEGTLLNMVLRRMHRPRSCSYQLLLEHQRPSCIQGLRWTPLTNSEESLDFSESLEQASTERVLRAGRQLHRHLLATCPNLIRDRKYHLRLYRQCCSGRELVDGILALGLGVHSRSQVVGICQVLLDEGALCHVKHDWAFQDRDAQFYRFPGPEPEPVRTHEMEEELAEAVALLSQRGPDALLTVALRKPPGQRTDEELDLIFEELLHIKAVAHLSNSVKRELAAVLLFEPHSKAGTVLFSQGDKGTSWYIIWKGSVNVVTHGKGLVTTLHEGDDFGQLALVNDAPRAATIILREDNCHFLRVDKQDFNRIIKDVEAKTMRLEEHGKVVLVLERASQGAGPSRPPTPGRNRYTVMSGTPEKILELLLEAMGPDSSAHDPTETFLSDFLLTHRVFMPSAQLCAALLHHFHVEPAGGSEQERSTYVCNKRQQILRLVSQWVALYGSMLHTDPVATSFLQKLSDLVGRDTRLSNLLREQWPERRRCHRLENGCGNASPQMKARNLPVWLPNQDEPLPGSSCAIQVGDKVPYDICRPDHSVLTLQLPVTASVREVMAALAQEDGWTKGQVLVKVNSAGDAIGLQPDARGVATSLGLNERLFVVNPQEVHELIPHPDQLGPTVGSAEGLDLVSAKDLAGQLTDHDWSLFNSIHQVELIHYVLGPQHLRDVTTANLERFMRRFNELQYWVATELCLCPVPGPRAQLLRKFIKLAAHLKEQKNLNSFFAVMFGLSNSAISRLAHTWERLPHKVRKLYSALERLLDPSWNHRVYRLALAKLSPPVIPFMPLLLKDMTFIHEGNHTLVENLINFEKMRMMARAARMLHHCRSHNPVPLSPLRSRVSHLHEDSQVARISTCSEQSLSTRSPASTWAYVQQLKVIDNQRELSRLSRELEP
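EPAC1 100 nM, Rap1B–BODIPY-GDP 250 nM, unlabeled GDP 50 uM; compound titration; 5 min RT; kinetic read ex480/em540 at 5-min intervals ×30 min; data normalized to 6.5 mM cAMP agonist control.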
PLK1 PBD inh = blocks phosphopeptide binding to human PLK1 polo-box domain; P53350; Plk1 PBD binding of FITC phosphopeptide, fluorescence polarization; Potency, µM, for the others: max response, negative = inhibition, usual class: inhibitors; 360,000 tested, 2.8% active; AID 720504; further: potency means the concentration at half of the fitted maximal effect; series mostly up to about 57 µM; on the % scale 0 is the no-effect control and ±100 the full control effect; nearly all actives have a fitted effect of over 65% in size
WRN inhibitor = inhibitors of human WRN helicase. WRN helicase unwinding, fluorescent forked duplex, kinetic. Potency, µM (highest dose often 114 µM), for the others: at the top dose activity change, negative = inhibition, hits mostly inhibitors. 360,000 tested, 0.46% active. AID 651768; further: potency means the concentration at half of the fitted maximal effect; on the % scale 0 is the no-effect control and ±100 the full control effect; nearly all actives have a fitted effect of over 55% in size
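Kinetic fluorescence helicase assay: unwinding of a quenched forked DNA duplex (100 nM final) with 2 mM ATP final raises red fluorescence (525/598 nm). Compounds sat 15 min at room temperature with 20 nM WRN beforehand.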
EPAC1 antagonist = blocks human EPAC1 exchange factor; O95398; EPAC1 GEF assay, Rap1b-BODIPY-GDP exchange fluorescence; Potency, µM (top dose mostly 115 µM), inactives show top-dose activity change, negative = inhibition, usual class: inhibitors; 360,000 tested, 0.14% active; AID 720709;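 further: potency means the concentration at half of the fitted maximal effect; plate controls were vehicle for no effect and positive control for full effect; nearly all actives have a fitted effect of over 50% in size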
Abeta rescue = A-beta toxicity reversal in yeast | Potency, µM (top dose mostly 46.1 µM), for the others: at the highest dose growth rescue, actives largely listed as activators | yeast expressing A-beta42, growth rescue, OD600, 48 h; response scale: 0% DMSO, 100% iron-clioquinol control | 410,000 tested, 0.063% active; further: potency means the concentration at half of the fitted maximal effect; nearly all actives have a fitted effect of over 55% in size
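Growth rescue measured by 600 nm absorbance after 48 h yeast culture at 30 C with compound. Values normalized between DMSO and an equimolar ferric chloride plus clioquinol control.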
FUS suppressor = rescues growth of FUS-expressing yeast; S. cerevisiae FUS-expressing, growth rescue, OD600, 24 h; Potency, µM (top dose mostly 76.6 µM), for inactives: top-dose growth rescue (activation), actives largely listed as activators; 390,000 tested, 0.24% active;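 further: potency means the concentration at half of the fitted maximal effect; plate controls were DMSO vehicle for no effect and reference control for full effect; nearly all actives have a fitted effect of over 55% in size; some results filed as inactive show a strong effect at the top dose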
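Cultures pregrown in 2.5% raffinose medium are shifted to minimal medium containing 2% galactose to express toxic FUS. Compounds are tested at several concentrations. After 24hr at 30C, growth is quantified at 600 nm absorbance.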
IL2 activator = activators of IL-2; IL-2 activation reporter assay, cell-based qHTS; stimulated with anti-CD3/CD4/CD28 beads; in transgenic mouse T cells; activation, % (series mostly up to about 46 µM); 360,000 tested, 0.065% active; AID 652025; in the data active means activation above about 50%; inconclusive means mostly about 30% to 49%; further: 0% is about no effect
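Unstimulated transgenic mouse T cells, 750 per well, received compound and, after 60 minutes, anti-CD3/anti-CD4 bead plus anti-CD28 stimulation. EGFP and DsRed were quantified after 18 hours.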
PI5P4Ka inh = PI5P4K alpha (human) kinase inhibition; 330,000 tested, 1.2% active; max response, %; PI5P4Kalpha enzyme, ADP-Glo luminescence, 60 min; active compounds read low; AID 652105; P48426; active means max response of -50% or lower; inconclusive means between -30% and -50%; inactive means -30% or higher; further: value at the top dose of about 77 µM; on the % scale 0 is the no-effect control and ±100 the full control effect
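Human PI5P4Kalpha with substrate in 0.038 M HEPES pH 7.4, 0.28 mM EGTA, 0.1% CHAPS, 5% DMSO; reaction started with 5 microM ATP (final), 60 min at room temperature. ADP formed read by ADP-Glo luminescence.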
The depositor's hits bear a star; [ ] = dose if it differs, or a comment. Unless noted, the call rests on the fitted dose curve; in most records, active means well fitted curve in the direction sought with a large enough effect; inconclusive means small, poorly fitted or top-dose-only effect, or another doubt; inactive means no such curve, though single readings can be large; an effect the other way counts as inactive or inconclusive. Not a hit list (roughly 4.1% active in at least one column).

For O=C(OCc1cn([C@@H]2CN(C(=O)c3cccs3)[C@@H](c3ccc(Cl)cc3)C[C@H]2O)nn1)c1ccccc1 the results were aSyn rescue 1%, EPAC1 ag -1%, PLK1 PBD inh -2%, WRN inhibitor 4%, EPAC1 antagonist -11%, Abeta rescue -4%, FUS suppressor 6%, IL2 activator -3.6 and PI5P4Ka inh 1.
For COc1ccc2nc3c(nc2c1)CCCC3 the results were aSyn rescue 3%, EPAC1 ag 4%, PLK1 PBD inh -2%, WRN inhibitor inconclusive, EPAC1 antagonist -4%, Abeta rescue -4%, FUS suppressor 14%, IL2 activator -2.6 and PI5P4Ka inh -14.
O=C(O)c1ccc(-n2nnnc2SCc2ccccc2F)cc1 was read as aSyn rescue 7%, EPAC1 ag 7%, PLK1 PBD inh inconclusive, WRN inhibitor 0%, EPAC1 antagonist -1%, Abeta rescue -6%, FUS suppressor -14%, IL2 activator -0.8 and PI5P4Ka inh -7.
`COc1ccc(CCNS(=O)(=O)c2ccc(OC)cc2)cc1` gave aSyn rescue -1%, EPAC1 ag -2%, PLK1 PBD inh 2%, WRN inhibitor 9%, EPAC1 antagonist 13%, Abeta rescue -8%, FUS suppressor 11% and IL2 activator -0.8.
`Cc1nn2c(NCCCN(C)C)c3c(nc2c1-c1ccccc1)CCC3` gave aSyn rescue -3%, EPAC1 ag 1%, PLK1 PBD inh 1%, WRN inhibitor 7%, EPAC1 antagonist -11%, Abeta rescue 0%, IL2 activator 0.1 and PI5P4Ka inh -1.
For CCN(CC)CCN(C(=O)c1ccccc1OC)c1nc2ccc(F)cc2s1 the results were aSyn rescue 14%, EPAC1 ag -4%, PLK1 PBD inh 3%, WRN inhibitor 1%, EPAC1 antagonist 8%, Abeta rescue 5%, FUS suppressor -6%, IL2 activator -0.6 and PI5P4Ka inh 0.
For COC(=O)c1ccccc1NC(=O)NN1CCN(C)CC1 the results were aSyn rescue -1%, EPAC1 ag 1%, PLK1 PBD inh -4%, WRN inhibitor 11%, EPAC1 antagonist 0%, Abeta rescue 5%, FUS suppressor -13%, IL2 activator -0.2 and PI5P4Ka inh -8.
Cc1cc(C)cc(N2C(=O)CC(n3ccnc3)C2=O)c1 (stereo not drawn) was read as aSyn rescue -1%, EPAC1 ag 2%, PLK1 PBD inh -3%, WRN inhibitor -13%, EPAC1 antagonist -20%, Abeta rescue -6%[9.22 µM], FUS suppressor -39%, IL2 activator -2.4 and PI5P4Ka inh -4.
For Cc1oc2c(CN3CCOCC3)c(O)ccc2c(=O)c1-c1ccc(Br)cc1 the results were aSyn rescue -4%, EPAC1 ag 0%, PLK1 PBD inh -9%, WRN inhibitor 0%, EPAC1 antagonist -15%, Abeta rescue -4%, FUS suppressor 4%, IL2 activator -0.1 and PI5P4Ka inh 12.
`COC(=O)[C@]12CCCCC=C1N(Cc1ccc3c(c1)OCO3)C(=O)[C@H](CC(=O)N1CCCC1)C2` gave aSyn rescue 2%, EPAC1 ag 0%, PLK1 PBD inh 1%, WRN inhibitor 0%, EPAC1 antagonist 13%, Abeta rescue -8%, FUS suppressor 16%, IL2 activator 0.3 and PI5P4Ka inh -1.
For COc1ccc(C=NNC(=O)NN=Cc2ccc(OC)c(OC)c2)cc1OC the results were aSyn rescue -3%, EPAC1 ag -5%, PLK1 PBD inh -2%, WRN inhibitor 5%, EPAC1 antagonist 4%, Abeta rescue -4%, FUS suppressor 4%, IL2 activator 0.2 and PI5P4Ka inh -8.
For CNC(=O)c1ccc(NC(=O)c2cc(S(=O)(=O)N3CCOCC3)ccc2N2CCCC2)cc1 the results were aSyn rescue -6%, EPAC1 ag 10%, PLK1 PBD inh 2%, WRN inhibitor 9%, EPAC1 antagonist 8%, Abeta rescue 0%, FUS suppressor 25%, IL2 activator -0.2 and PI5P4Ka inh 4.
For O=C(/C=C/c1ccco1)Nc1cccnc1Cl the results were aSyn rescue 13%, EPAC1 ag 3%, PLK1 PBD inh -12%, WRN inhibitor -13%, EPAC1 antagonist -7%, Abeta rescue 5%, FUS suppressor 36%, IL2 activator 0.6 and PI5P4Ka inh -6.
For O=C(O)C1CCCCC1C(=O)Nc1ccc(Cl)cc1Cl (stereo not drawn) the results were aSyn rescue 14%, EPAC1 ag 1%, PLK1 PBD inh -6%, WRN inhibitor 3%, EPAC1 antagonist 8%, Abeta rescue -2%, FUS suppressor 11% and IL2 activator 0.3.
Screening CNC(=O)CSc1cn(CC(=O)N(C(C)C)C(C)C)c2ccccc12 returned aSyn rescue -2%, EPAC1 ag -3%, PLK1 PBD inh 3%, WRN inhibitor 4%, EPAC1 antagonist 7%, Abeta rescue 13%, FUS suppressor 1%, IL2 activator 2.5 and PI5P4Ka inh -4.
For CC(c1ccccc1)N1CC(C(=O)N2CCN(Cc3ccc(C#N)cc3)CC2)CC1=O (stereo not drawn) the results were aSyn rescue -14%, EPAC1 ag 0%, PLK1 PBD inh -7%, WRN inhibitor 3%, EPAC1 antagonist 2%, Abeta rescue -3%, FUS suppressor -1%, IL2 activator -2.0 and PI5P4Ka inh 4.
For Cc1ccc2[nH]c(=O)c3cc(C(=O)N(C)C4CCCCC4)sc3c2c1 the results were aSyn rescue -9%, EPAC1 ag 0%, PLK1 PBD inh -13%, WRN inhibitor 17%, EPAC1 antagonist 3%, Abeta rescue -7%, FUS suppressor 13%, IL2 activator 0.4 and PI5P4Ka inh -10.
For O=c1nc2c(-c3ccccc3F)n[nH]n2c2ccccc12 the results were aSyn rescue -2%, EPAC1 ag 0%, PLK1 PBD inh -9%, WRN inhibitor -16%, EPAC1 antagonist 0%, Abeta rescue -22%, FUS suppressor -9%, IL2 activator -0.6 and PI5P4Ka inh -1.
Screening Cn1cccc1C(=O)NS(=O)(=O)c1ccccc1Cl returned aSyn rescue -1%, EPAC1 ag -2%, PLK1 PBD inh -3%, WRN inhibitor 4%, EPAC1 antagonist -9%, Abeta rescue 14%, FUS suppressor 10% and IL2 activator 0.2.
COc1ccc(CN(C(=O)c2ccc(C)cc2)C2CCS(=O)(=O)C2)cc1 (stereo not drawn) was read as aSyn rescue -3%, EPAC1 ag 14%, PLK1 PBD inh -20%, WRN inhibitor 5%, EPAC1 antagonist 5%, Abeta rescue -1%, FUS suppressor -6%, IL2 activator 0.5 and PI5P4Ka inh -1.
Screening O=C1COc2ccc(S(=O)(=O)NCc3ccccc3)cc2N1 returned aSyn rescue 1%, EPAC1 ag 11%, PLK1 PBD inh -1%, WRN inhibitor 4%, EPAC1 antagonist 6%, Abeta rescue 0%, FUS suppressor -2%, IL2 activator 0.6 and PI5P4Ka inh 0.
`Cc1cccnc1NC(=O)c1ccc(S(=O)(=O)N2CC(C)OC(C)C2)cc1` (stereo not drawn) gave aSyn rescue -3%, EPAC1 ag -8%, PLK1 PBD inh -2%, WRN inhibitor 6%[57.1 µM], EPAC1 antagonist inconclusive, Abeta rescue 27%, FUS suppressor 33%, IL2 activator 0.0 and PI5P4Ka inh 0.
`Cc1ccccc1-n1ccnc1SCC(=O)Nc1cccc(S(=O)(=O)NC2=NCCC2)c1` gave aSyn rescue -3%, EPAC1 ag 6%, PLK1 PBD inh -13%, WRN inhibitor inconclusive, EPAC1 antagonist -5%, Abeta rescue -1%, FUS suppressor 10%, IL2 activator 2.1 and PI5P4Ka inh -5.
Oc1ccc(-c2csc(Nc3ncccn3)n2)cc1O was read as aSyn rescue 1%, EPAC1 ag 5%, PLK1 PBD inh -15%, WRN inhibitor inconclusive, EPAC1 antagonist -42%, Abeta rescue -14%, FUS suppressor inconclusive, IL2 activator -0.7 and PI5P4Ka inh -17.
Screening COC(=O)CCC(NC(=O)c1cc(-c2ccc3c(c2)OCCO3)oc1C)C(=O)OC (stereo not drawn) returned aSyn rescue 0%, EPAC1 ag 4%, PLK1 PBD inh -30%, WRN inhibitor -8%, EPAC1 antagonist -20%, Abeta rescue 6%, FUS suppressor 12%, IL2 activator -1.5 and PI5P4Ka inh -6.
Screening COc1ccc(C(CCO)NC(=O)c2cccs2)cc1OC (stereo not drawn) returned aSyn rescue -5%, EPAC1 ag 0%, PLK1 PBD inh 3%, WRN inhibitor -2%, EPAC1 antagonist -6%, Abeta rescue -4%, FUS suppressor 0%, IL2 activator -3.1 and PI5P4Ka inh -9.
`Clc1ccc(SCc2cn3cccnc3n2)cc1` gave aSyn rescue 3%, EPAC1 ag 1%, PLK1 PBD inh -1%, WRN inhibitor 6%, EPAC1 antagonist 10%, Abeta rescue 17%, FUS suppressor -6% and IL2 activator -1.1.
For Cc1ccc(-c2c(C)sc3nc[nH]c(=O)c23)cc1C the results were aSyn rescue 7%, EPAC1 ag -4%, PLK1 PBD inh -6%, WRN inhibitor -6%, EPAC1 antagonist -30%, Abeta rescue 4%, FUS suppressor 5%, IL2 activator -0.5 and PI5P4Ka inh 2.
For O=C(CN1C(=O)NC2(CCc3ccccc32)C1=O)c1ccc(Cl)cc1 (stereo not drawn) the results were aSyn rescue 9%, EPAC1 ag -1%, PLK1 PBD inh 0%, WRN inhibitor -5%, EPAC1 antagonist -3%, Abeta rescue 8%, FUS suppressor 1%, IL2 activator -1.5 and PI5P4Ka inh -3.
Screening O=C(OCC(=O)N1CCCC1)c1ccccc1OCc1ccccc1 returned aSyn rescue -3%, EPAC1 ag -4%, PLK1 PBD inh -2%, WRN inhibitor -1%, EPAC1 antagonist 11%, Abeta rescue 17%, FUS suppressor -6%, IL2 activator 0.1 and PI5P4Ka inh -5.

2 compounds picked at random from those above, as already listed:
`Clc1ccc(SCc2cn3cccnc3n2)cc1` gave aSyn rescue 3%, EPAC1 ag 1%, PLK1 PBD inh -1%, WRN inhibitor 6%, EPAC1 antagonist 10%, Abeta rescue 17%, FUS suppressor -6% and IL2 activator -1.1.
Screening COc1ccc(C(CCO)NC(=O)c2cccs2)cc1OC (stereo not drawn) returned aSyn rescue -5%, EPAC1 ag 0%, PLK1 PBD inh 3%, WRN inhibitor -2%, EPAC1 antagonist -6%, Abeta rescue -4%, FUS suppressor 0%, IL2 activator -3.1 and PI5P4Ka inh -9.

Source: PubChem BioAssay (National Center for Advancing Translational Sciences (NCATS))
